GlmU inhibition: inhibition of mycobacterial GlmU enzyme – biochemical, glucosamine-1-phosphate acetyltransferase (AID 1376). 220,000 tested, 0.25% active. one-dose inhibition, %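 (tested at 30 µM in the primary screen)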; IC50 in µM for titrated hits. M. tuberculosis GlmU acetyltransferase enzyme assay; higher % means a stronger effect; in the data active means inhibition above about 13%; inconclusive means no clear call, values can overlap the other calls;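 further: 0% = complete reaction with vehicle and 100% = reaction without substrate; strong numbers were not always called active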
RmlCD inh 1536: blocks M. tuberculosis RmlC and RmlD coupled enzymes. P9WH09+P9WH11. inhibition, % at 3.6 µM. RmlC+RmlD coupled enzyme assay, percent inhibition; primary screen in compound mixtures. 160,000 tested, 0.03% active. AID 1533; in the data active means inhibition mostly above about 34%, no sharp cut-off; inconclusive means no clear call, values can overlap the other calls; inactive means mostly below about 22%; further: some results filed as inactive read as strong as hits
Target sequence (P9WH09 whole entry, looked up): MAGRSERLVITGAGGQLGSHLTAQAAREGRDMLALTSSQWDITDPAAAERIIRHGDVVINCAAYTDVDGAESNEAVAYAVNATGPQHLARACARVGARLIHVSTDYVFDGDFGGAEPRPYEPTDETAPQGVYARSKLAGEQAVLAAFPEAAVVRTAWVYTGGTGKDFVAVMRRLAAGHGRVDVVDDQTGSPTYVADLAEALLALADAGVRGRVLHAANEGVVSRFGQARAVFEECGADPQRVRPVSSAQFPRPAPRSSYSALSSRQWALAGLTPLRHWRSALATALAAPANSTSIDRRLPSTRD
Target sequence (P9WH11 whole entry, looked up): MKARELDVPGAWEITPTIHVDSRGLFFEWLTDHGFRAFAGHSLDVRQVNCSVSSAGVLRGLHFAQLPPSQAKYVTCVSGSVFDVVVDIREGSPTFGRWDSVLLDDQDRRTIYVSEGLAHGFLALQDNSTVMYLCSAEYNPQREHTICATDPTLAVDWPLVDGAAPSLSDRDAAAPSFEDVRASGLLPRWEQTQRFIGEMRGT
The depositor's hits bear a star; ? = inconclusive; nt = no result given.

structure | GlmU inhibition | RmlCD inh 1536
CC1Cn2c(nc3c2c(=O)[nH]c(=O)n3C)O1 (configuration not stated) | 4.0% | 20
Cc1cc(OCc2nc(-c3ccc(NC(=O)c4cccnc4)cc3)no2)ccc1Cl | 8.9% | -5
Clc1cc(Cl)c2nc(N3CCCC3)sc2c1 | -4.7% | nt
CN(C)c1c(N)[nH]c2c(c1=O)c(=O)n(C)c(=O)n2C | 11% | 2
Cc1ccc(S(=O)(=O)NCCCCCC(N)=O)cc1 | 2.8% | nt
Cn1ncc(N=Cc2ccccc2[N+](=O)[O-])c1C(N)=O | 2.5% | -14
Cc1ccccc1C(=O)NNc1ncnc2c1cnn2C | 2.9% | 2
CSc1cccc(NC(=O)N2CCCC(CNS(=O)(=O)Cc3ccccc3)C2)c1 (configuration not stated) | 1.8% | 11
C=Cn1c(C(=O)O)ccc1-c1ccc(OC)cc1 | 2.8% | -7
CN1C(=S)SC(N(O)C(=O)Nc2ccc(Cl)c(Cl)c2)C1(C)C (configuration not stated) | -4.0% | nt
C=CCNc1nc(SC)nc2ccsc12 | -4.2% | -4
Cc1nn(Cc2ccccc2)c2sc(C(=O)N3CCN(Cc4ccc5c(c4)OCO5)CC3)cc12 | 1.8% | -5
Cn1ccsc1=NC(=O)c1ccccc1F | -3.4% | -9
CCCSc1cc(=O)n(-c2ccccc2)nc1C(=O)OCC | 2.1% | 5
COc1ccc(NC(=O)c2ccccc2)c([N+](=O)[O-])c1 | 3.1% | 4
COC(C[C@H](O)C[C@H](O)[C@@H](C)OCc1ccccc1)OC | 2.0% | nt
O=C(CN1CCN(C2CCCCC2)CC1)NCCC1=CCCCC1 | 3.8% | nt
CC(C(=O)c1ccc2ccccc2c1)N1CCCCC1 (configuration not stated) | -5.0% | -2
Cc1ccnc(NC(=O)C23CC4CC(CC(C4)C2)C3)c1 | 5.2% | nt
CCOC(=O)c1cnc2ccccc2c1Nc1ccc2c(c1)OCCO2 | -4.8% | 13
O=[N+]([O-])c1ccccc1N/N=C1\CC2CC=CC12 (configuration not stated) | -5.3% | -11
COc1ccc(C(=O)Nc2cc(OC)ccc2OC)cc1 | -0.5% | nt
COc1ccc(N2C(=O)NC(NC(=O)c3ccncc3)(C(F)(F)F)C2=O)cc1 (configuration not stated) | 2.8% | 7
CCOC(=O)c1ccccc1NC(=O)CSc1nc2c(c(=O)n(C)c(=O)n2C)n1C | 0.2% | 2
COc1ccc(S(=O)(=O)CCC(=O)N2CCN(c3ccc(F)cc3)CC2)cc1 | 2.7% | 1

(next part)
structure | GlmU inhibition | RmlCD inh 1536
COC(=O)c1cccc(NC(N)=S)c1 | -0.5% | 1
NNC(=S)NCc1ccccc1 | 2.2% | -9
CC1(C)CN(c2ccccc2)N(C(=O)c2ccc(F)cc2)C1=O | 9.9% | 14
CCc1ccc(C2NC(=S)NC3=C2C(=O)N(c2ccccc2OC)C(c2ccc(CC)cc2)N3)cc1 (configuration not stated) | -4.3% | nt
CCn1c(SCC(=O)NCc2ccccc2)nnc1-c1c[nH]c2ccccc12 | -0.9% | nt
CCN(CC)S(=O)(=O)c1cc(-c2nnc(-c3ccc(Br)cc3)o2)ccc1Cl | 0.5% | 21
COc1ccc(OCCCC(=O)Nc2ncn[nH]2)cc1 | 0.1% | 6
O=C(NCCN1CCOCC1)c1ccc2c(c1)N(Cc1ccccc1)C(=O)CS2 | -0.3% | -6
CCSc1oc(-c2cccs2)nc1S(=O)(=O)c1ccccc1 | -6.3% | -5
CCOC(=O)c1cccc(P(=O)(C(C)(C)C)C(C)(C)C)c1 | 1.9% | 30
CCCN1C2=NCCN2c2ccccc21 | 0.7% | 11
CCCn1c(-c2ccc(OC)cc2)nc2ccccc21 | -3.1% | -4
CCOC(=O)c1cnc2c(-c3ccccc3)cnn2c1N | 2.2% | -10
CS(=O)(=O)N(CC(=O)NCCSc1ccccn1)c1cccc2ccccc12 | 0.5% | nt
O=C(Nc1ccccc1)c1cccc(C(F)(F)F)c1 | 0.3% | 4
O=c1[nH]cnc2nc3n(c12)CCCCC3 | 7.7% | 10
COc1cccc2c1OCC([C@@H]1C[C@H]3CN(Cc4cccc(Cl)c4)C(=O)[C@]34CCCN14)=C2 | -7.6% | -9
CCN(CC)c1ccc(CNCc2cccs2)cc1 | 2.1% | -4
OCCNc1nc2ccccc2n1-c1ccccc1 | 1.3% | -6
Cc1cc(NC2CCCCC2)nc(-c2ccccc2O)n1 | 0.8% | 0
Cc1ccc(N2C(=O)c3cccc4c(N)ccc(c34)C2=O)c2cccnc12 | 0.2% | -7
CCn1c(O)c(/C=C2\C=Nc3ccccc32)sc1=Nc1ccc(C)cc1 | 0.0% | nt
O=C(c1ccccc1)N1CCN(c2ccc([N+](=O)[O-])c(N3CCOCC3)c2)CC1 | -3.0% | -13
Cc1ccc(N/C=C(/C#N)c2ccsc2)cc1C | 0.8% | 7
Cc1sc2c(c1C)c(=O)nc1n2Cc2ccccc2-1 | nt | -12

Exported as labelled records: entries from further up.
> CCn1c(O)c(/C=C2\C=Nc3ccccc32)sc1=Nc1ccc(C)cc1
  GlmU inhibition: 0.0%	RmlCD inh 1536: nt

> CCN(CC)c1ccc(CNCc2cccs2)cc1
  GlmU inhibition: 2.1%	RmlCD inh 1536: -4

> OCCNc1nc2ccccc2n1-c1ccccc1
  GlmU inhibition: 1.3%	RmlCD inh 1536: -6

> CCOC(=O)c1cnc2c(-c3ccccc3)cnn2c1N
  GlmU inhibition: 2.2%	RmlCD inh 1536: -10

Other records
Values run as follows: GlmU inhibition	RmlCD inh 1536
O=C(/C(N=Nc1cccc(C(F)(F)F)c1)=C(/O)c1cccs1)C(F)(F)F
 : 1.1%	-5
COc1ccc(OC)c(-c2csc(NC(=O)c3ccc(OCC4CCCO4)cc3)n2)c1 (configuration not stated)
 : 1.1%	nt
CN(C)c1nc2n(c(=S)n1)CCS2
 : 6.2%	-5
CCOC(=O)CSc1nnnn1-c1cccc2ccccc12
 : -6.8%	nt
CC(=O)Nc1ccccc1Nc1cc(C#N)c(C#N)cc1[N+](=O)[O-]
 : 1.2%	nt
O=C(CCc1nc2ccccc2[nH]c1=O)OCC(=O)c1ccc(Cl)cc1
 : 6.2%	nt
O=C1CC(c2ccc(F)cc2)Cc2nc(N3CCOCC3)ncc21 (configuration not stated)
 : -1.6%	nt
COc1ccc(C(=O)CSc2nnnn2C)c(OC)c1
 : -4.6%	-13
CN1CCCN(C(=O)Cc2c(Cl)cccc2Cl)c2nc3ccccc3nc21
 : -0.7%	62
Cc1cc(C)n(CC(=O)N/N=C/c2ccc3c(c2)OCO3)n1
 : 6.1%	3
Cc1ccc(-c2[nH]c3ccccc3c2SCCNC(=O)c2ccc(S(=O)(=O)N3CCOCC3)cc2)cc1
 : -6.0%	nt
CC1CCc2c(sc3nc(CSc4nnnn4C)[nH]c(=O)c23)C1 (configuration not stated)
 : 0.9%	0
COc1ccccc1-n1c(N)c(C(=O)NCC2CCCO2)c2nc3ccccc3nc21 (configuration not stated)
 : 1.8%	nt
COCCn1nc2cc(C(=O)NCc3cc(C(F)(F)F)cc(C(F)(F)F)c3)ccc2c1OC
 : -3.2%	nt
Cc1cccc(N2C(=O)C3CCC(c4ccccc4)CC3C2=O)c1 (configuration not stated)
 : 5.1%	-9
CCOc1ccc(CC2(CCc3ccncc3)C(=O)NC(=O)NC2=O)cc1
 : 1.7%	-6
CCN(CC)c1ccc(/C=C(\C#N)C(=O)NCc2ccccc2)cc1
 : -0.3%	-6
COCCNC(=O)c1cc(-c2ccccc2OC)on1
 : 1.6%	-3
CCCCNC(=S)NNC(=O)c1c(Cl)c(C)nn1C
 : 7.2%	4
O=C(CSc1nc(-c2ccc(Cl)cc2)cs1)Nc1cccc([N+](=O)[O-])c1
 : -1.5%	1
Cc1ccc2oc(-c3ccccc3C(=O)O)cc(=O)c2c1
 : -2.3%	nt
CCC(=O)Nc1ccc(S(=O)(=O)Nc2cc(C)on2)cc1
 : -3.5%	1
O=C(N/N=C/c1ccsc1)c1ccccn1
 : -8.7%	22
CC(=O)OCCNC(=O)Cn1cnc2c1c(=O)n(C)c(=O)n2C
 : 1.6%	-10
O=C(Nc1nnc(C2CCCC2)s1)C1CCN(S(=O)(=O)c2ccc(Cl)cc2)CC1
 : -0.1%	nt
CCCCCCCCCNC(=O)[C@H](NC(=O)COc1ccccc1)[C@@H]1NC(C(=O)OC)C(C)(C)S1 (some centres not stated)
 : -2.8%	nt
O=C(CN1CC=C(c2ccccc2)CC1)NC(=O)NCc1ccco1
 : -3.4%	4
CCOc1ccccc1C(=O)NCC(=O)OCC(=O)N1C(C)CCCC1C (configuration not stated)
 : 6.8%	0
CC12CCCCC1(O)[N+](=O)C1=C(CCCC1)N2[O-] (configuration not stated)
 : -6.2%	nt
CC1CN(C(=O)Nc2ccc(F)cc2)C2(CCCCCC2)O1 (configuration not stated)
 : 1.4%	4

The listing continues.
Values run as follows: GlmU inhibition	RmlCD inh 1536
CC(C)NC(=O)CSc1nnc2sc3ccccc3n12
 : 7.3%	nt
COc1ccc(C2C(C(=O)NCCN3CCOCC3)c3ccccc3C(=O)N2C2CCCCC2)cc1 (configuration not stated)
 : 0.2%	11
Cc1cc(NC(=O)COC(=O)c2cc(S(=O)(=O)N3CCOCC3)ccc2N2CCCCC2)no1
 : -4.0%	6
Cc1ccc(-c2cc(C(=O)NCc3cccnc3)no2)cc1
 : 4.1%	-4
Cc1ccc(C2(O)CC(C)N(C)CC2C)cc1 (configuration not stated)
 : -1.3%	nt
Cn1nnnc1SCC(=O)N1CCc2ccccc2C1
 : 0.8%	?
COc1ccc(NC(C)=O)cc1NC(=O)CSc1nnc(-c2ccncc2)n1C
 : -0.3%	-7
O=C(Nc1ccc2[nH]c(=O)[nH]c2c1)c1c(F)c(F)c(F)c(F)c1F
 : 0.6%	34
CCOc1cc(-c2noc(-c3ccncc3)n2)cc(Br)c1OC
 : -0.3%	7
O=C(Nc1ccc(F)c(Cl)c1)C1CCN(S(=O)(=O)c2cccnc2)CC1
 : 1.7%	-9
O=c1c2ccccc2cnn1Cc1n[nH]c(=S)n1-c1ccc(Cl)cc1
 : 1.4%	nt
O=c1c2ccccc2sn1-c1nccs1
 : 5.2%	-12
COc1ccccc1C(=O)OCCNC(=O)Cn1cnc2c1c(=O)n(C)c(=O)n2C
 : -3.7%	-2
COc1ccccc1NC(=S)N(Cc1ccccn1)Cc1ccccc1Cl
 : 0.6%	-8
CCc1nnc(NS(=O)(=O)c2ccc(N/C=C\C(=O)c3cccc4ccccc34)cc2)s1
 : 6.5%	4
O=S(=O)(NC1CCCCC1NCc1ccco1)c1ccccc1 (configuration not stated)
 : -0.3%	nt
CC1(C)COCN1S(=O)(=O)c1ccc(C(=O)Nc2nnc(-c3ccc(Cl)s3)o2)cc1
 : nt	12
COc1cc(/C=C/C(=O)OCC(=O)N2CCN(S(=O)(=O)c3ccc(C)cc3C)CC2)ccc1O
 : 0.7%	1
COCCCNC(=O)CN(C1CCCCC1)S(=O)(=O)c1ccc(C)cc1
 : -1.8%	20
OC1CCCN(c2ncnc3c2nnn3Cc2c(F)cccc2Cl)C1 (configuration not stated)
 : 1.5%	18
COc1cccc(C(=O)Nc2ccc(-c3nnc(-c4ccco4)o3)cc2)c1
 : 3.3%	19
CC(NC(=O)c1ccc(F)cc1)C(c1cccs1)N1CCN(C)CC1 (configuration not stated)
 : -5.1%	nt
C[C@@H]1CN(C2CCN(Cc3nc(CC4CC4)no3)CC2)C[C@H](C)O1
 : 6.5%	-7
O=C(NC1CCCCCC1)C1CCCN(S(=O)(=O)c2cnc[nH]2)C1 (configuration not stated)
 : 2.8%	12
C(=C\c1nc(N2CCCC2)c2ccccc2n1)/c1ccccc1
 : -6.2%	11
O=C(Nc1cccc(NC(=O)C2C3CC4OC(=O)C2C4C3)c1)c1ccccc1 (configuration not stated)
 : 1.4%	-5
Cc1c(C(c2ccc([N+](=O)[O-])cc2)c2c(C)n(C)n(-c3ccccc3)c2=O)c(=O)n(-c2ccccc2)n1C
 : 1.2%	nt
COc1ccc2cc(-c3cc(C(=O)OCC(=O)NC4CCS(=O)(=O)C4)c4ccccc4n3)ccc2c1 (configuration not stated)
 : -0.6%	-8
CCCc1cc2c(=O)c(-c3ccccn3)coc2cc1OC
 : 4.1%	39
Cc1cccc(N2CCN(C(=O)Cc3ccc(-n4c(=O)[nH]c5ccsc5c4=O)cc3)CC2)c1C
 : 1.8%	nt

A few values from the list:
Under RmlCD inh 1536, `COc1ccc(C2C(C(=O)NCCN3CCOCC3)c3ccccc3C(=O)N2C2CCCCC2)cc1` (configuration not stated) has the entry 11
Under RmlCD inh 1536, `COc1cccc(C(=O)Nc2ccc(-c3nnc(-c4ccco4)o3)cc2)c1` has the entry 19

Next compounds
Values run as follows: GlmU inhibition	RmlCD inh 1536
O=C(Nc1nc(NC(=O)c2ccco2)n(-c2ccccc2)n1)c1ccccc1
 : -2.7%	11
Cc1cc2c(c(N)n1)c(=O)oc1ccccc12
 : 1.0%	4
O=C(c1ccc(NS(=O)(=O)c2ccccc2)cc1)N1CCCC1
 : 4.5%	45
CC1=C(C(=O)N2CCCC(C(=O)c3cccc(C(F)(F)F)c3)C2)OCCO1 (configuration not stated)
 : 9.7%	1
O=C(Cc1c(C(=O)O)[nH]c2ccccc12)Nc1ccc2c(c1)OCO2
 : 2.5%	-18
O=C1OCc2cc(-n3cccc3)ccc21
 : -0.4%	-15
C=CCSc1nnc(NC(=O)c2ccc(S(=O)(=O)NCC3CCCO3)cc2)s1 (configuration not stated)
 : 0.3%	7
COC(=O)C1=C(C(=O)OC)SC(=C2C(=S)C(C)(C)N(C(=O)CC(C)C)c3ccccc32)S1
 : 6.3%	7
Cc1cc2nc(-c3ccc(SCC(=O)Nc4nccs4)nc3)[nH]c2cc1C
 : -3.4%	8
O=C1C2C3C=CC(CO)(O3)C2C(=O)N1c1ccc(-c2ccccc2)cc1 (configuration not stated)
 : 0.3%	nt
O=C(COC(=O)c1n[nH]c2ccccc12)Nc1ccc(Cl)cc1[N+](=O)[O-]
 : -4.6%	nt

Screening results (PubChem)

Only part of the results is shown, so the mix of outcomes need not match the whole.
